From PubChem
Vif-A3G inh: qHTS for Inhibitors of Vif-A3G Interactions: qHTS; DNA dC->dU-editing enzyme APOBEC-3G (Homo sapiens), Q9HC16; HeLa A3G-eYFP + Vif (tagged APOBEC3G with the HIV-1 protein that degrades it), YFP fluorescence, overnight; Potency, µM (doses to about 46.1 µM), without a hit: at the highest dose activity, negative = active, hits mostly inhibitors; 410,000 compounds, 0.076% hits;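 note: potency is the fitted concentration of half-maximal effect; % is set by controls: 0 for no effect and ±100 for the full control effect; nearly all actives have a fitted effect of over 60% in size; hits raise eYFP signal because A3G escapes Vif-driven loss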
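Read-out is eYFP fluorescence (Ex 488/Em 500-530) from Vif-expressing HeLa A3G-eYFP cells; more signal means A3G escaped Vif-mediated degradation. Cells plated overnight, compound pinned in, incubated overnight at 37 deg C.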
D2 PAM: HTS Assay for Positive Allosteric Modulators of the Human D2 Dopamine Receptor: Primary Screen for Potentiators; potentiation, % at 10 µM; 340,000 compounds, 0.34% hits; D(2) dopamine receptor (Homo sapiens), P14416; AID 485347, 2010; HEK293 T-REx D2, calcium flux, EC20 dopamine potentiation;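 active = potentiation over 3 SD above the plate norm, cut at about 30% in these data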; note: 0% is about no effect
Target sequence (P14416 whole entry, looked up): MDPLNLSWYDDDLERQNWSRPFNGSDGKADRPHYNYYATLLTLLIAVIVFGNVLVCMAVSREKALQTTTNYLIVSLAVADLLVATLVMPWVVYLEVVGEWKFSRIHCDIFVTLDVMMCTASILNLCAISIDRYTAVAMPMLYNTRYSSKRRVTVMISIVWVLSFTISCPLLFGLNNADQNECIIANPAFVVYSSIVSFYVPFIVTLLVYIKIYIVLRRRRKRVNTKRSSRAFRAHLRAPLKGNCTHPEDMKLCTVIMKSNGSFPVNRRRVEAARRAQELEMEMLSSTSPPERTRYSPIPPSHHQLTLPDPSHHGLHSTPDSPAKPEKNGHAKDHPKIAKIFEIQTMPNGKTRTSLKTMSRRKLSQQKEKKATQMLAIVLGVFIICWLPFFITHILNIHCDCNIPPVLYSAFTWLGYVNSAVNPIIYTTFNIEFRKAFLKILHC
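Cells plated with tetracycline inducer and held overnight at 30 C; calcium dye loaded 30–90 min at room temperature; baseline taken, compound added and read 180 s; EC20 dopamine then added and read 180 s.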
Glioma ERSR ind: qHTS for Inducers of the Endoplasmic Reticulum Stress Response (ERSR) in Human Glioma: qHTS; U87-MG GRP78 promoter luciferase reporter, 16 h; Potency, µM, for inactives: top-dose activation, most hits filed as activators; 420,000 compounds, 0.02% hits; AID 602332, 2012; note: potency is the fitted concentration of half-maximal effect; series mostly up to about 76 µM; % of control where 0% means no effect; nearly all actives have a fitted effect of over 35% in size
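ERSR induction read as luciferase luminescence (Bright-Glo, 10 min at room temperature) in stably transfected human U87-MG glioma cells exposed to compounds for 16 h, using GRP78 as sensor.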
D1 antag: Antagonist of Human D 1 Dopamine Receptor: qHTS; activity change, negative = inhibition, % at 10 µM; D(1A) dopamine receptor (Homo sapiens), P21728; 360,000 compounds, 3.2% hits; HEK293 TREx D1 cells, calcium flux, dopamine EC80; stronger effect = lower value; in the data active = activity change below about -30%; note: % is set by controls: 0 for no effect and ±100 for the full control effect
Target sequence (P21728 whole entry, looked up): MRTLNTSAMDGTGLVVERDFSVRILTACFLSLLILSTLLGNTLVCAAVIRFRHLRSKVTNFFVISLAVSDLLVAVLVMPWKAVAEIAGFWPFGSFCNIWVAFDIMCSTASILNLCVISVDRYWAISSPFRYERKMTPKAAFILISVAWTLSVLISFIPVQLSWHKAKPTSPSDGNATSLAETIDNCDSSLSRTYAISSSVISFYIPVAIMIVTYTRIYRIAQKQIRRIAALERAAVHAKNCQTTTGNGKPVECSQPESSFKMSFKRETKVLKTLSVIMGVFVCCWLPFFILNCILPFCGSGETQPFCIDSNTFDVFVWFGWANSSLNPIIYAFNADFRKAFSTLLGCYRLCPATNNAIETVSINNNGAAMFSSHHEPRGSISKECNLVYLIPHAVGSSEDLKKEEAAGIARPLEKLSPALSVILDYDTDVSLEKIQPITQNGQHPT
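Using tetracycline-induced force-coupled D1 Hek293 cells and a calcium dye, signals were followed for 180 s after compound, then for 180 s after EC80 dopamine, to detect inhibitors.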
RXFP1 ag: qHTS Assay for Agonists of the Relaxin Receptor RXFP1 | Relaxin receptor 1 (Homo sapiens), Q9HBX9 | HEK293T-RXFP1 cAMP TR-FRET, 30 min; response scale: percent of porcine relaxin response, buffer zero | Potency, µM (series often up to 57.5 µM), inactives show at the highest dose activation, actives largely listed as activators | 370,000 compounds, 0.3% hits; note: potency is the fitted concentration of half-maximal effect; % is set by controls: 0 for no effect and ±100 for the full control effect; nearly all actives have a fitted effect of over 60% in size; many of its hits are not listed in these tables
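HEK293T cells stably expressing RXFP1 were pretreated with the PDE4 inhibitor Ro 20174, exposed to compounds for 30 min at 37C, lysed, and cAMP was read by TR-FRET. Data normalized to buffer (basal) and 29 nM porcine relaxin (100%).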
Vif-A3F inh: qHTS for Inhibitors of Vif-A3F Interactions: qHTS; HeLa A3F-eYFP + Vif (tagged APOBEC3F with the HIV-1 protein that degrades it), YFP fluorescence increase; Potency, µM (top dose mostly 46.1 µM), for the others: at the top dose activity, negative = active; 390,000 compounds, 0.2% hits; AID 602313, 2012; note: potency is the fitted concentration of half-maximal effect; % of control where 0% means no effect; nearly all actives have a fitted effect of over 65% in size
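Fluorescence increase (Ex 488/Em 500-530) after overnight compound treatment at 37 deg C flags inhibition of Vif-driven A3F-eYFP loss in stable HeLa A3F-eYFP/Vif cells seeded overnight beforehand.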
LDHA inh: qHTS assay for inhibitors of human lactate dehydrogenase. purified LDHA, NADH/diaphorase-resazurin fluorescence; stronger effect = lower value. activity change, % (values are at about 110 or 230 µM). 480,000 compounds, 0.15% hits; in the data active = activity change below about -30%; inconclusive = mostly about -25% to -30%;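 note: plate controls were DMSO wells for no effect and wells without enzyme for full effect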
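Enzyme activity of human lactate dehydrogenase 5 (2 nM; 0.06 mM NADH, 0.2 mM pyruvate, 5 min, RT) is measured via a resazurin/diaphorase fluorescence readout of residual NADH.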
D1 agonist: Allosteric Agonists of the Human D1 Dopamine Receptor: qHTS | HEK293 T-REx D1 cells, calcium flux, agonist mode | D(1A) dopamine receptor (Homo sapiens), P21728 | 360,000 compounds, 1% hits | activation, % at 2 µM; in the data active = activation above about 30%; note: 0% is about no effect
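Inducible HEK293 T-REx D1 cells, force-coupled to calcium signalling, were plated at 4000 cells/well with tetracycline and held overnight at 30 C. After no-wash calcium dye loading, compound-evoked calcium rise over 180 s flagged agonists.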
D1 PAM: Potentiators of Human D1 Dopamine Receptor: qHTS | D(1A) dopamine receptor (Homo sapiens), P21728 | potentiation, % at 10 µM | HEK293 TREx D1 cells, calcium flux, dopamine EC20 potentiation | 360,000 compounds, 0.036% hits | AID 504651, 2011; in the data active = potentiation above about 30%; note: 0% is about no effect
* = called active by the depositor; ? = inconclusive; . = not tested or not shown; & = joins results of further samples. Unless noted, calls come from the whole dose curve; as a rule, active = well fitted curve in the direction sought with a large enough effect; inconclusive = small, poorly fitted or top-dose-only effect, or another doubt; inactive = no such curve, though single readings can be large; an effect the other way counts as inactive or inconclusive. This is a subset, so the mix of outcomes need not match the whole.

SMILES | Vif-A3G inh | D2 PAM | Glioma ERSR ind | D1 antag | RXFP1 ag | Vif-A3F inh | LDHA inh | D1 agonist | D1 PAM
Cc1ccccc1NCc1ccccc1O | -0.1% | 9.4 | -1.1% | -10.2 | -1.6% | -19.3% | 14.0 | 3.6 | -5.7
CCC(=O)c1ccc(OCC(=O)OCC(=O)Nc2ccc3c(c2)OCCO3)cc1 | 0.1% | . | -4.2% | . | . | -2.7% | -7.3 | . | .
O=C(NCCc1ccccc1)c1c[nH]c2ccc(S(=O)(=O)Nc3ccc(F)cc3F)cc2c1=O | -3.1% | -4.9 | -4.1% | -20.9 | -0.1% | -17.6% | 3.2 | 2.8 | -3.8
COc1ccc(Cl)cc1NC(=O)CNCc1cccs1 | -0.7% | -9.3 | -0.8% | -3.1 | 1.1% | 0.4% | -20.2 | 2.0 | -4.2
Cc1ccc(CN2CCSc3ccc(C(=O)N4CCN(c5ncccn5)CC4)cc32)cc1 | 4.7% | -1.6 | -6.1% | -5.5 | 6.1% | -5.6% | -7.1 | 0.3 | -0.4
O=C(O)CCc1nn2c3ccccc3n(Cc3ccccc3)c2nc1=O | 6.3% | -5.0 | -3.2% | 8.9 | 9.1% | -2.9% | -4.1 | 1.8 | -0.2
COc1cc(OC)c(NC(=O)CC2SC(N)=NC2=O)cc1Cl (centres undefined) | 0.3% | . | -3.1% | . | . | -0.4% | 0.7 | . | .
Cc1cc(C)c(C)c(S(=O)(=O)N2CCN(c3ncnc4ccccc34)CC2)c1C | 2.4% | . | 0.0% | -0.8 | 2.8% | 6.2% | 0.0 | 1.7 | -6.0
O=C(Nc1ccc(CN2CCOCC2)cc1)c1cccc(-c2cc3ccccc3oc2=O)c1 | -1.0% | 2.4 | -0.7% | . | 7.5% | -4.5% | -2.0 | 0.4 | -7.0
Cc1ccc(OC(=O)C23CC4CC(CC(C4)C2)C3)c(C)n1 | 1.4% | 9.0 | 2.0% | 11.2 | 0.1% | -16.4% | -1.3 | 1.0 | 0.7
Cc1ccc(-n2[nH]c(C)c(C=NCc3ccncc3)c2=O)cc1 | 0.7% | -3.9 | 4.2% | -2.7 | 1.5% | 6.1% | 1.1 | 0.7 | -1.4
CC1CN(S(=O)(=O)c2cccc(C(=O)Nc3ccccc3N3CCCC3)c2)CC(C)O1 (centres undefined) | -1.1% | -6.0 | -3.6% | -1.4 | 1.4% | 7.9% | -0.8 | 1.4 | 1.4
CC1=C(C(=O)N2CCOCC2)CC(CC(=O)NC2CCCC2)C(=O)N1Cc1ccc(C(C)(C)C)cc1 (centres undefined) | -4.1% | . | -5.3% | . | . | -8.3% | -2.6 | . | .
O=C(NCC1CCCO1)c1ccc2c(c1)C(=O)N(c1cccc([N+](=O)[O-])c1)C2=O (centres undefined) | 2.2% | 0.2 | -0.2% | 2.2 | -0.5% | -0.9% | -5.4 | 4.0 | .
O=C1c2ccccc2S(=O)(=O)c2cc(N3CCC(C(=O)N4CCCCC4)CC3)ccc21 | ? | . | 3.4% | . | . | -3.4% | -1.8 | . | .
COc1ccc(CCNC(=O)CCCn2c(=O)c3cccn3c3cccnc32)c(OC)c1OC | -5.9% | 15.3 | -1.5% | 4.6 | -2.3% | -1.1% | -7.1 | 0.1 | 7.3
O=C1NC(=S)S/C1=C\c1cc(Cl)cc(Cl)c1O | -5.6% | . | -4.8% | . | . | ? | -7.2 | . | .
N#Cc1c(NC(=O)CSc2nnc(-c3ccco3)n2-c2ccccc2)sc2c1CCC2 | -6.7% | -1.3 | -1.9% | 9.9 | 3.1% | ? | -5.4 | 2.2 | -3.5
N#CC1(NC(=O)COC(=O)c2ccccc2SCC(=O)N2CCCC2)CCCCC1 | -2.9% | -0.3 | -1.0% | 20.6 | 7.7% | -3.7% | -10.5 | 1.8 | 0.6
COC(=O)c1c(-c2ccc(OC)cc2)sc2cc(OC)c(OC)cc12 | 2.7% | . | 9.5% | . | . | 6.9% | 2.8 | . | .
CCN(CC(=O)NCc1ccc(Cl)cc1)C(=O)/C=C/c1ccc(C#N)cc1 | -0.3% | . | -2.5% | -2.7 | -1.6% | 4.9% | -15.9 | -0.8 | -3.3
O=C1NC(=S)/C(=C\c2ccc(-c3ccccc3Cl)o2)S1 | 0.3% | 12.1 | 1.0% | -1.5 | -0.6% | -0.5% | -7.0 | 9.6 | -3.0
CCOc1cccc2c1N[C@@H](c1ccc(C(=O)O)cc1)[C@H]1CC=C[C@@H]21 | 1.4% | -3.5 | -5.9% | -19.7 | 6.5% | -9.1% | 20.0 | 7.6 | -1.0
COc1cc(C(=O)Nc2nnc(S(=O)(=O)N3CCCCCC3)s2)cc(OC)c1OC | -8.4% | -3.0 | -1.6% | 3.8 | 8.7% | -5.2% | -0.8 | 3.9 | -4.7
CC(SCC(=O)NC12CC3CC(CC(C3)C1)C2)C(=O)O (centres undefined) | 1.7% | 7.7 | -4.4% | 0.6 | 0.6% | -4.0% | 0.5 | 2.4 | 7.4
CCN(CC)S(=O)(=O)c1cc(NC(=O)COC(=O)CCc2nc3ccccc3s2)ccc1C | -3.8% | 29.4 | -0.9% | 4.6 | 0.0% | -6.5% | 3.7 | 10.1 | -7.3
COc1cc(OC)cc(-c2sc3ccc(OC)cc3c2C#CCCO)c1 | -5.0% | 7.1 | -3.0% | . | 4.4% | -0.2% | 0.4 | -2.2 | 4.7
COc1cccc(-c2cn(C[C@H]3CC[C@@H]([C@@H]4CC[C@H](Cn5cc(-c6cccc(OC)c6)nn5)O4)O3)nn2)c1 | 1.3% | 1.1 | -3.5% | -3.6 | -1.6% | 1.0% | -2.0 | -1.0 | -2.7
CCOC(=O)C1CCCN(S(=O)(=O)c2ccc3[nH]c(=O)ccc3c2)C1 (centres undefined) | 2.9% | -8.2 | -0.6% | 2.1 | 1.1% | -7.2% | -3.7 | 2.9 | -3.9
CCC(=O)Nc1nc2nc(-c3ccccc3)cc(=O)n2[nH]1 | -0.7% | 10.1 | -3.9% | -27.2 | 2.8% | -1.6% | -8.0 | 2.2 | -5.8
O=[N+]([O-])c1ccc(CN2CCN(Cc3c[nH]c4ccccc34)CC2)cc1 | -2.8% | -19.5 | -2.8% | -71.5* | 2.1% | 0.0% | -24.9 | 21.0 | -7.4
S=c1[nH]nc(-c2cccc(Br)c2)o1 | -6.7% | -1.6 | -1.8% | 0.1 | ? | -11.1% | -11.8 | 1.5 | 1.5
CCCc1cc(C(=O)N2CCCC(N3CCN(c4ccccc4F)CC3)C2)n(C)n1 (centres undefined) | 1.0% | -10.8 | -2.9% | -19.1 | -0.9% | 0.2% | 0.7 | 4.0 | -2.5
COc1ccccc1Nc1nnc(SCC(=O)Nc2cc(C)on2)s1 | 2.4% | -1.5 | -5.8% | 3.4 | 1.5% | -7.3% | -5.7 | 0.7 | 5.7
CCOC(=O)c1ncn2c1CN(C)C(=O)c1cc(F)ccc1-2 | -1.2% | -2.3&4.0 | -4.6%&-1.8%&-1.7%&1.0%&-4.5% | -6.9&10.2 | 4.3%&2.2% | 1.9% | -5.7 | 3.2&-1.0 | -0.8&1.4
C=CCOc1ccc(/C=C2\SC(=Nc3cccnc3)NC2=O)cc1 | -24.6% | 6.7 | 1.3% | -23.2 | -2.6% | ? | -3.8 | 7.7 | -0.2
COc1ccc(NC(=O)c2ccc(COCC(F)(F)F)cc2)cc1OC | -4.7% | 9.1 | 1.5% | 1.5 | 0.7% | -11.7% | -3.5 | 4.2 | 2.4
COc1ccc(-c2nc(CS(=O)CC(=O)NCCN3CCCCCC3)c(C)o2)cc1OC (centres undefined) | 3.1% | 6.2 | -2.1% | 12.3 | -0.2% | 6.8% | -0.7 | 3.1 | 3.2
CCc1ccccc1NC(=O)CCCN1C(=O)C2CC=CCC2C1=O (centres undefined) | 0.1% | -9.0 | -4.4% | 7.4 | 0.8% | -2.1% | -4.9 | 4.9 | 2.5
NC(=O)c1cc(C(=O)c2ccccc2Cl)c[nH]1 | -4.8% | -2.5 | -4.3% | 0.4 | -0.8% | 8.0% | -6.2 | 2.0 | -4.2
CCOc1ccc(NC(=O)Nc2cc(C)on2)cc1 | 0.2% | 1.0 | 3.5% | -8.2 | -0.7% | -6.2% | -1.1 | 2.5 | -0.1
O=C(OCc1cccc2ccccc12)c1ccc2c(=O)[nH]c(CN3CCOCC3)nc2c1 | 1.4% | 9.9 | -4.7% | -29.4 | -0.2% | -1.7% | -11.6 | 9.2 | -6.9
NC(=O)c1ccc(NC(=O)COC(=O)C2CCN(S(=O)(=O)c3cccs3)CC2)cc1 | 1.8% | . | -3.7% | . | . | 2.9% | -1.1 | . | .

Part of the list above, showing only LDHA inh, D1 PAM and D1 antag.
| compound | LDHA inh | D1 PAM | D1 antag |
| --- | --- | --- | --- |
| CCc1ccccc1NC(=O)CCCN1C(=O)C2CC=CCC2C1=O (centres undefined) | -4.9 | 2.5 | 7.4 |
| NC(=O)c1cc(C(=O)c2ccccc2Cl)c[nH]1 | -6.2 | -4.2 | 0.4 |
| CCOc1ccc(NC(=O)Nc2cc(C)on2)cc1 | -1.1 | -0.1 | -8.2 |
| O=C(OCc1cccc2ccccc12)c1ccc2c(=O)[nH]c(CN3CCOCC3)nc2c1 | -11.6 | -6.9 | -29.4 |
